Assay outcomes (PubChem BioAssay)
PGE2 EP2 inh = human EP2 receptor antagonists, primary screen, TR-FRET cAMP, C6 glioma cells; C6 glioma cells expressing human EP2; cells stimulated with saturating PGE2; inhibition, % at 25 µM; 0.52% of 260,000 active; AID 1422, 2008;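 active = percent inhibition above 40 after rounding to a whole number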;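 also: rat C6 glioma host cells with rolipram phosphodiesterase inhibitor present; the protocol text gives 20 µM as final concentration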
Target sequence (P43116 whole entry, looked up): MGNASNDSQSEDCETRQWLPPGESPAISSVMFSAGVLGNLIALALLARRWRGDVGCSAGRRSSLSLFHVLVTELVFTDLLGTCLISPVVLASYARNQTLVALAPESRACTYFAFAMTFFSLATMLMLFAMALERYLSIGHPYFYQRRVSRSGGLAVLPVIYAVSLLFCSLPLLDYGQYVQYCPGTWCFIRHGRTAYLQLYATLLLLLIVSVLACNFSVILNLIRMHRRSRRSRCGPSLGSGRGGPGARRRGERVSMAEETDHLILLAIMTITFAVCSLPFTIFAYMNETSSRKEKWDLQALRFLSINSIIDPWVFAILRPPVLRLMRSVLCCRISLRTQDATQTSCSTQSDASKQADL
Furin inhibitor = human furin inhibitors, primary screen, biochemical, fluorescence intensity | purified furin, fluorogenic substrate cleavage | inhibition, % at 30 µM | 0.061% of 220,000 active; in the data active = inhibition above about 25%; also: inactives centre near -15
PPC-1+TRAIL kill = compounds killing PPC-1 cancer cells with TRAIL present, primary screen, TRAIL potentiator project, ATPLite luminescence, uHTS. cell killing (% activity), % at 4 µM. 0.41% of 220,000 active. AID 1443, 2008. PPC-1 cells + TRAIL, ATPLite viability luminescence;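 active = cell killing above 50% in the first pass at 4 µM, then a duplicate retest at 5 µM averaging 50% or more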;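 also: plate controls were cells with TRAIL plus DMSO for no effect and medium-only wells lacking cells for full effect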
p97 ATPase inh = inhibitors of human p97 ATPase, primary screen, biochemical. Transitional endoplasmic reticulum ATPase (Homo sapiens), P55072. recombinant p97 ATPase, Kinase-Glo ATP luminescence, 3 h. inhibition, % at 8 µM. 0.42% of 220,000 active. AID 1481, 2009; in the data active = inhibition above about 15%;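 also: 0% = DMSO vehicle and 100% = wells lacking enzyme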
Ba/F3 V617F tox = reduced viability of JAK2V617F-dependent Ba/F3 cells, primary screen, JAK2V617F inhibitor project, cell-based, Ba/F3 EpoR-JAK2V617F, luminescence; ATP luminescence; inhibition, % at 5.6 µM; 1.1% of 220,000 active; AID 1446, 2008;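 active = inhibition above the campaign mean plus 3 SD over all tested compounds, cut at about 24% in these data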;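 also: cytokine-independent growth of Ba/F3 cells driven by EpoR plus mutant JAK2; 0% = DMSO-treated cells and 100% = JAK inhibitor I control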
RBBP9 inh = human RBBP9 inhibitors, primary screen, biochemical, fluorescence polarization, FP-Rh probe, HTS. Serine hydrolase RBBP9 (Homo sapiens), O75884. 0.2% of 220,000 active. AID 1515, 2009. recombinant RBBP9. inhibition, % at 7.94 µM;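 active = inhibition above the campaign mean of all tested compounds plus 3 SD, cut at about 14% in these data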;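 also: plate controls were DMSO wells with RBBP9 for no effect and wells lacking RBBP9 protein for full effect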
Target sequence (O75884 whole entry, looked up): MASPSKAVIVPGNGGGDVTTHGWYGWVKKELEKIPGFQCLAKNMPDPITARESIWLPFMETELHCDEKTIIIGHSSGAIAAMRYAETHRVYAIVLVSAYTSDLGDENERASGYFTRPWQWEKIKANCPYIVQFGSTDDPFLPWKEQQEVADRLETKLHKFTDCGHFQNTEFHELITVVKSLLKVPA
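Test system: recombinant human RBBP9; Timing: 30 min then 45 min, 25 °C; Detection: fluorescence polarization; Control set: RBBP9 with DMSO as uninhibited control, no-protein wells as full inhibition; Compound dosing: one concentration, 7.94 µM nominal, 0.794% DMSO; Probe or stimulus: FP-Rh activity-based probe, 375 nM before mixing.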
NCF1 inh = p47phox/p22phox peptide binding inhibitors, primary screen, biochemical, uHTS, NADPH oxidase regulatory subunit | 0.53% of 220,000 active | inhibition, % at 24.7 µM | Neutrophil cytosol factor 1 (Homo sapiens), P14598 | fluorescence polarization, 2 h | AID 1274, 2008;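 active = inhibition above about 30%, limit read from the data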;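 also: 0% = p47phox with labelled peptide and 100% = labelled peptide alone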
Target sequence (P14598 whole entry, looked up): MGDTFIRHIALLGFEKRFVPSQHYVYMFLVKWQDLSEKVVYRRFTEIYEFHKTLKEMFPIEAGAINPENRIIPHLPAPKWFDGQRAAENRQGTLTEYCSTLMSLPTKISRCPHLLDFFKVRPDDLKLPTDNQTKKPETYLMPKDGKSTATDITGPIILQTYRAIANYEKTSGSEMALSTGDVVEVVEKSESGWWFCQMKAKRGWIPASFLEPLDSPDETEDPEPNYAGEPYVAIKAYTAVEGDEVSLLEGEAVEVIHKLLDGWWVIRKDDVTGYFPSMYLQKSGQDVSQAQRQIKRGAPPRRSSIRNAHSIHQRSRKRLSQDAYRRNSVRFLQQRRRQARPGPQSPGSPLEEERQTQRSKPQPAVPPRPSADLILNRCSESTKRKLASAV
BaF3 tox = parental Ba/F3 cell viability inhibition, counter-screen for JAK2V617F inhibitor project, murine pro-B, CellTiter-Glo luminescence | inhibition, % at 5.6 µM | 1.1% of 220,000 active | CellTiter-Glo ATP luminescence;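 active = inhibition above a per-campaign cutoff, the mean inhibition of all tested compounds plus 3 SD, cut at about 27% in these data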;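 also: 0% = DMSO wells and 100% = JAK Inhibitor I control wells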
TbHK1 inh = Trypanosoma brucei hexokinase 1 inhibitors, primary screen, biochemical, G6PDH-coupled NADH absorbance, MLSCN library. inhibition, % at 10 µM. AID 1430, 2008. 0.11% of 220,000 active. recombinant TbHK1, G6PDH-coupled NADH A340;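 active = inhibition of 50% or more in the single-dose primary screen; inactive = inhibition below 50%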
* marks the source's active call; other numbers are inactive results; / = no result given; & = joins results of further samples; [ ] = dose if it differs, or a comment.

SMILES | PGE2 EP2 inh | Furin inhibitor | PPC-1+TRAIL kill | p97 ATPase inh | Ba/F3 V617F tox | RBBP9 inh | NCF1 inh | BaF3 tox | TbHK1 inh
Cc1nn(CC(=O)c2ccccc2Cl)c(C)c1[N+](=O)[O-] | 9 | -24 | 6 | 3 | 0 | -9 | -16 | 3 | -5
Fc1ccc2[nH]c3c(Cl)ncnc3c2c1 | 11 | -36 | 4 | 8 | -3 | -5 | -4 | 6 | -4
O=C(Nc1ccc(NC(=O)C2CC2)nc1)c1cnccn1 | 2 | -10 | 4 | 1 | 0 | -8 | -1 | 2 | -12
COCCNc1ccc(S(=O)(=O)N2CCCC2)cn1 | 6 | -24 | 3 | 2 | 2 | -2 | -1 | 7 | 1
C(=N\Nc1nc(-c2ccccc2)cs1)/c1cccnc1 | 24 | -10[20 µM] | -1 | 0 | -1 | -5 | -15 | 3 | -19
CC(C)CCn1nnnc1C(c1ccc(F)cc1)N1CCN(C(=O)c2ccco2)CC1 (stereo unspecified) | 10 | -9 | 24 | 1 | 2 | 2 | -1 | 4 | 4
OCCC1CN(Cc2ccc(Oc3ncccn3)cc2)CCN1Cc1ccc(F)c(F)c1 (stereo unspecified) | 5 | -25 | -3 | 1 | -5 | -4 | -9 | 5 | -5
O=C(Cn1nnc(-c2ccccc2)n1)Nc1ccc2c(c1)OCO2 | 16 | -23[20 µM] | -4 | 3 | 0 | 1 | 4 | 4 | 0
COc1ccccc1CNC(=O)CCN1C(=O)COc2ccccc21 | 12 | -29 | -3 | 0 | 1 | -8 | -5 | 3 | 1
COc1cc(NC(=O)C(Cc2ccccc2)n2cccc2)cc(OC)c1 (stereo unspecified) | 4 | -26 | -6 | 3 | -2 | -12 | 1 | -2 | -2
COc1cccc(/C=N/NC(=O)C(c2ccncc2)N2CCOCC2)c1 (stereo unspecified) | 4 | -17 | 11 | 5 | 0 | -2 | -6 | -7 | -10
O=Cc1ccccc1OCc1nnsc1Cl | 3 | -20 | 7 | 8 | 0 | -2 | -11 | 5 | -4
Cc1cc(Nc2ccc3c(c2)OCCO3)c2cc(Cl)ccc2n1 | 12 | 3 | 28 | 4 | -1 | -2 | -9 | -1 | -87
COc1ccc(N=Cc2c(O)ccc3ccccc23)cc1 | 19 | -27 | 14 | 4 | -3 | -1 | -14 | 0 | -7
C=CCOc1c(Br)cc(/C=N/NC(N)=O)cc1OC | 12 | -4 | 13 | -3 | 1 | -8 | 0 | 6 | -1
O=C(NCc1ccccc1)C(c1ccncc1)N(C(=O)c1csnn1)C1CC1 (stereo unspecified) | 9&12 | -19[20 µM] | 1 | -3 | -2 | -9 | -11 | 5 | 4
COC(=O)C1CCN(C(=O)COC(=O)c2ccc(OC)c(S(=O)(=O)N3CCCc4ccccc43)c2)CC1 | 0 | -4 | 6 | 1 | 1 | 4 | -3 | 0 | -12
O=C(O)CC1S/C(=N\N=C/c2ccccc2O)N(c2ccc(O)cc2)C1=O (stereo unspecified) | 5 | -13 | 34 | 5 | -2 | -11 | -6 | -1 | -21
CCn1c(COc2ccc(=O)n(-c3ccccc3)n2)nnc1SCc1ccccc1 | 2 | -19[20 µM] | 6 | 1 | -4 | -3 | -12 | 1 | -4
COc1ccc(C(=O)NCC(=O)N=Nc2c(O)n(C)c3ccccc23)cc1OC | 9 | 6 | -3 | 4 | -2 | -5 | -8 | 0 | -33

An excerpt from above in order of their number in RBBP9 inh, high to low:
structure | Furin inhibitor | p97 ATPase inh | RBBP9 inh | NCF1 inh | TbHK1 inh
COCCNc1ccc(S(=O)(=O)N2CCCC2)cn1 | -24 | 2 | -2 | -1 | 1
CCn1c(COc2ccc(=O)n(-c3ccccc3)n2)nnc1SCc1ccccc1 | -19[20 µM] | 1 | -3 | -12 | -4
Cc1nn(CC(=O)c2ccccc2Cl)c(C)c1[N+](=O)[O-] | -24 | 3 | -9 | -16 | -5

Complete entries from above. Screens in order: PGE2 EP2 inh | Furin inhibitor | PPC-1+TRAIL kill | p97 ATPase inh | Ba/F3 V617F tox | RBBP9 inh | NCF1 inh | BaF3 tox | TbHK1 inh
`O=Cc1ccccc1OCc1nnsc1Cl` in the list: 3 | -20 | 7 | 8 | 0 | -2 | -11 | 5 | -4
`Cc1nn(CC(=O)c2ccccc2Cl)c(C)c1[N+](=O)[O-]` in the list: 9 | -24 | 6 | 3 | 0 | -9 | -16 | 3 | -5

Just PPC-1+TRAIL kill, TbHK1 inh and Ba/F3 V617F tox, for 2 of the compounds above:
Structure	PPC-1+TRAIL kill	TbHK1 inh	Ba/F3 V617F tox
C(=N\Nc1nc(-c2ccccc2)cs1)/c1cccnc1	-1	-19	-1
CC(C)CCn1nnnc1C(c1ccc(F)cc1)N1CCN(C(=O)c2ccco2)CC1 (stereo unspecified)	24	4	2

Next section.
SMILES | PGE2 EP2 inh | Furin inhibitor | PPC-1+TRAIL kill | p97 ATPase inh | Ba/F3 V617F tox | RBBP9 inh | NCF1 inh | BaF3 tox | TbHK1 inh
CCOc1ccc(-n2c(SCC(=O)Nc3nccs3)nnc2-c2ccoc2C)cc1 | 4 | -29 | -7 | 5 | -3 | -5 | -17 | -5 | -2
O=C(Cc1nc(-c2cnccn2)no1)NNC(=O)Nc1ccccc1 | 9 | -13 | 12 | 8 | -5 | 0 | -7 | -3 | -4
COc1ccc(/C=N/NC(=O)c2ccccc2)cc1OS(=O)(=O)c1ccccc1 | 7 | -23 | 11 | 7 | 0 | -7 | -3 | 3 | -2
CCCCN(CC)Cc1ccc(CNC(=O)Nc2ccc(Cl)cc2)o1 | 4 | -32 | -19 | 1 | 47* | 2 | / | -1 | 0
O=C(CN(C(=O)c1ccccc1Cl)C1CCCCC1)Nc1ccc(Cl)c([N+](=O)[O-])c1 | 12 | -19[20 µM] | 16 | -1 | -2 | -9 | -5 | 2 | 12
CO/N=C/CC(=O)c1cnc(-c2ccccc2)s1 | 20 | -5 | 15 | 4 | -3 | -7 | -3 | 0 | -15
CN(C)c1cc(-c2ccc(C#N)cc2)oc(=O)c1Cl | 6 | -19 | 14 | 8 | -2 | -3 | -2 | 2 | 23
O=C(Nc1ccc(N2CCN(C(=O)c3ccco3)CC2)cc1)c1ccco1 | 1 | -17 | 5 | 7 | -2 | -3 | 0 | 2 | -11
O=C(CC1N=C2c3ccccc3N=C(SCc3ccccc3Cl)N2C1=O)NCc1ccco1 (stereo unspecified) | 7 | -5[20 µM] | -8 | 3 | 4 | -7 | -38 | 7 | -7
N#CC(C#N)=C(N)Nc1cccc(Cl)c1 | 3 | 3 | 16 | 2 | 0 | -8 | -15 | 0 | 3
O=C(Nc1ccc(Nc2ccccc2)cc1)c1ccc(Br)o1 | / | -11 | 7 | 3 | -2 | -4 | -7 | 4 | -20
COCCn1c(=O)[nH]c2cc(C(=O)NCc3cccnc3)ccc2c1=O | 5 | -14[20 µM] | -1 | 3 | -3 | 3 | -7 | 0 | -9
CCCC(O)(CCN(C)C)c1ccc(OC)cc1 (stereo unspecified) | 13 | -4[20 µM] | -1 | -6 | 3 | -8 | -1 | 4 | 2
O=C(Nc1ccccc1C(=O)O)c1cc(S(=O)(=O)N2CCOCC2)cs1 | 5 | -34 | 9 | 9 | 0 | -10 | 0 | 5 | 6
Cc1ccc(C(=O)OCC(=O)Nc2ccccc2C(F)(F)F)cc1S(=O)(=O)N1CCOCC1 | 5 | -18[20 µM] | -13 | -3 | 4 | -7 | -12 | -3 | -4
CSC(=NC#N)N1CCN(C(=NC#N)SC)CC1 | 2 | -3 | 17 | 2 | -5 | -2 | -3 | -5 | 0
O=C(NCCCCc1ccccc1)c1ccccc1Cl | 6 | -30 | -7 | 1 | 0 | -1 | -1 | -1 | -5
O=C(Cc1cccs1)N/N=C/C=C/c1ccccc1[N+](=O)[O-] | 5 | -31 | 12 | 5 | -2 | -3 | -14 | -3 | -12
Cc1cccc2nc(CSc3ncccc3C(=O)O)cn12 | 5 | 1 | 19 | -2 | 2 | -1 | -3 | 4 | 11
CCn1c(CCn2c3ccccc3c3ccccc32)n[nH]c1=S | 11&8 | -15 | 3 | 3 | 2 | -3 | 2 | 6 | -2

A few values from above.
Ba/F3 V617F tox, Cc1ccc(C(=O)OCC(=O)Nc2ccccc2C(F)(F)F)cc1S(=O)(=O)N1CCOCC1 : 4
p97 ATPase inh, CCCCN(CC)Cc1ccc(CNC(=O)Nc2ccc(Cl)cc2)o1 : 1
NCF1 inh, COCCn1c(=O)[nH]c2cc(C(=O)NCc3cccnc3)ccc2c1=O : -7
p97 ATPase inh, O=C(Cc1cccs1)N/N=C/C=C/c1ccccc1[N+](=O)[O-] : 5
RBBP9 inh, CN(C)c1cc(-c2ccc(C#N)cc2)oc(=O)c1Cl : -3

The list continues.
SMILES | PGE2 EP2 inh | Furin inhibitor | PPC-1+TRAIL kill | p97 ATPase inh | Ba/F3 V617F tox | RBBP9 inh | NCF1 inh | BaF3 tox | TbHK1 inh
COCCN(Cc1cc2cc(C)ccc2n2nnnc12)C(=S)Nc1cccc(C)c1 | 7&10 | -17 | 17 | -1 | 2 | -9 | -14 | 7 | -6
CCC(=O)c1c(NCCc2ccccc2)cc(C)oc1=O | 4 | -26 | 9 | 0 | 2 | -8 | -5 | 7 | -3
Cc1nn(C(C)(C)C)c(OC(=O)C2CCCC2)c1S(=O)(=O)c1ccccc1 | / | -7 | 17 | -12 | 6 | -3 | -1 | 8 | -5
N#C/C(=C\Nc1ccc(Cl)cn1)S(=O)(=O)c1ccccc1 | 4 | -14 | 5 | 7 | -2 | 3 | -14 | -3 | -35
CC(=O)NN1C(=O)c2ccc(Oc3cccc([N+](=O)[O-])c3)cc2C1=O | 2 | -8[20 µM] | 4 | 7 | -4 | 0 | -10 | 4 | -2
O=c1cnn([C@@H]2O[C@H](CO)[C@@H](O)[C@H]2O)c(=O)[nH]1 | 7 | -10 | -14 | 1 | 36* | -5 | -6 | 11 | 1
C=CCNC(=S)N/N=C/c1cn(C)c2ccccc12 | 6 | -8 | -3 | 3 | 1 | 8 | -2 | -1 | -54
CCOC(=O)CCC(NC(=O)c1ccccc1C(=O)NC(CCC(=O)OCC)C(=O)OCC)C(=O)OCC (stereo unspecified) | -1 | -10 | 10 | 3 | -3 | -5 | -1 | 2 | -2
O=C(Cc1ccccc1)O/N=C1\CCCc2ccccc21 | 7 | -23 | 13 | 3 | 2 | 5 | -8 | 3 | -2
O=C(Nc1ccc(N2CCN(C(=O)c3ccccc3)CC2)c(Cl)c1)c1ccco1 | 2 | -29 | 28 | 1 | -1 | -5 | -8 | 3 | 6

An excerpt; count on the stated rates, not on these rows.
